14-3-3g Raf: alters human 14-3-3 gamma binding to Raf peptide; inhibition, % at 40 µM; AID 422; 160,000 tested, 0.19% active; FP, 14-3-3gamma / TMR-pS259-Raf peptide binding; in the data active = inhibition above about 30%;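 note: 0% = protein plus tracer without compound and 100% = blank with tracer alone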
Target sequence (P61981 whole entry, looked up): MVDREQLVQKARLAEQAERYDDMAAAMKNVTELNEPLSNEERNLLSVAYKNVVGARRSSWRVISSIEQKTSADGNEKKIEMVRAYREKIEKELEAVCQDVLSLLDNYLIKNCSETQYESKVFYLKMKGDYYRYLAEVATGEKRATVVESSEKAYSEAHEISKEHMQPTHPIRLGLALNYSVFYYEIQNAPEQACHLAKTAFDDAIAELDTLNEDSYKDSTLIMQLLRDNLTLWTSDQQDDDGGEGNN
Active calls of the source: *; & = joins results of further samples. Not all compounds are listed (hit frequency here may not be typical).

14-3-3g Raf	Structure
-2	O=C(O)CCCC(=O)N1N=C(c2ccc(Br)cc2)CC1c1ccc(Cl)cc1 (configuration not stated)
-5	O=C(c1nn2c(c1Cl)NC(c1ccco1)CC2C(F)(F)F)N1CCCC1 (configuration not stated)
-6	CC(C)P(=O)(Cc1cccc(C#N)c1)C(C)C
-21	N=c1n(CCN2CCCCC2)c2ccccc2n1CC(=O)c1ccco1
0	COCC(COCCCNC(=O)Nc1ccc(Br)cc1)OC (configuration not stated)
-5	Cc1c(C(=O)NCCc2ccc(Cl)cc2)oc2ccc(S(=O)(=O)N3CCC(C)CC3)cc12
0	c1ccc2c(c1)nc(NC1CCCCC1)c1nncn12
-8	CCN(CCCNC(=O)c1cc2cc3cc(OC)ccc3nc2s1)c1cccc(C)c1
-4	CC1=C(C(=O)OC2CCCCC2)C(c2ccncc2)n2ncnc2N1 (configuration not stated)
-12	COc1cc(-c2nnc3sc(-c4ccco4)nn23)cc(OC)c1OC
-3	O=C(COc1ccc(Cl)cc1)Nc1ccc(S(=O)(=O)N2CCOCC2)cc1
-11	CN(C)S(=O)(=O)N(CC(=O)NCc1ccccc1)c1ccccc1
1	C=CCC1CCCCC12NC(=O)NC2=O (configuration not stated)
-12	CCCCc1nc2sc3c(c2c(=O)[nH]1)CCC3
-4	CCn1cnc2cc(NCc3ccc(C)cc3)ccc21
-72	C=CCc1ccc(OCC(O)CN2CCCCC2)c(OC)c1 (configuration not stated)
-7	COc1ccc(Cl)cc1NC(=O)Cn1nc([N+](=O)[O-])cc1C
-3	CC(C)(C)c1cc(C(=O)CSc2nnnn2-c2ccccc2)cc(C(C)(C)C)c1O
-7	CCOc1ccc(C2CC(=O)C3=C(C2)Nc2ccccc2NC3c2cccc(O)c2)cc1OC (configuration not stated)
-1	O=C(CCCSc1nnc(-c2cccs2)n1CC1CCCO1)c1ccccc1 (configuration not stated)
-8	COc1ccccc1NC(=O)C1=C(C)NC(=O)NC1c1cccs1 (configuration not stated)
-30	CC1(C)Cc2c(sc(NC(=O)Cc3ccccc3)c2C(=O)O)CO1
12	CC(C)CC(=O)N1CCN(S(=O)(=O)c2ccc(Br)cc2)CC1
-3	CCn1c(C(=O)N2CCCC(C(=O)O)C2)cc2sccc21 (configuration not stated)
-12	CSC1=C(C#N)C2(CCCC2)C(C#N)=C(N)N1
-1	Clc1ccc(-c2nnc(-c3ccco3)o2)cc1
6	CCOC(=O)c1sc(NC(=O)c2ccc(C)cc2)c(C(=O)OCC)c1C
-4	COc1ccc(NC(=O)CN2C(=O)C(C)Oc3ccccc32)c(OC)c1 (configuration not stated)
-6	CCCN(CCC)S(=O)(=O)c1ccc(C(=O)Nc2nc3c(ccc4ccccc43)s2)cc1
1	O=C(C1CCCN1S(=O)(=O)c1cccs1)N1CCN(c2ccccc2)CC1 (configuration not stated)
-2	CCOC(=O)N1CCN(CCC(=O)Nc2ccc(C)c(Br)c2)CC1
-10	CC(C)CCNC(=O)c1ccc2c(=O)n(C3CCCC3)c(=S)[nH]c2c1
-2	O=C(Oc1ccccc1)c1cc2ccccc2o1
-3	O=[N+]([O-])c1cccc(C=Nc2nnc(-c3ccccc3)s2)c1
2	O=C(Nc1ccc(Cl)cc1)C1CCCN(S(=O)(=O)c2cnc[nH]2)C1 (configuration not stated)
0	O=C(c1ccc2c(=O)n(-c3cc(C(F)(F)F)ccc3Cl)c(=S)[nH]c2c1)N1CCCCC1
-7	CCCC(=O)N1CCc2cc(OC)c(OC)cc2C1COc1ccc(CC)cc1 (configuration not stated)
-3	Cc1ccc(-c2nc3ccccc3s2)cc1NC(=O)c1ccccc1F
-4	COC(=O)C1CCN(C(=O)Cc2ccc(Br)cc2)CC1
3	CCNC(=O)c1ccccc1NC(=O)c1cccc(S(=O)(=O)N2CCCC2)c1
-5	O=C(CCC(=O)c1ccc(F)cc1)OC1CCOC1=O (configuration not stated)
2	Cc1cc(C)n(C(=O)c2ccc(NC(=O)C3COc4ccccc4O3)cc2)n1 (configuration not stated)
-3	CCn1c(CSc2ncccn2)nnc1SCC(=O)N1c2ccccc2CC1C (configuration not stated)
8	COc1ccc(C2CC(=O)C3=C(C2)NC(C)=C(C(=O)Nc2ccc(C)cc2)C3c2ccccc2Cl)cc1OC (configuration not stated)
-4	COCCCN1C(=O)C(=O)/C(=C(/O)c2ccc(C)cc2)C1c1ccccc1 (configuration not stated)
-5&-2	O=C(CCn1c(=O)[nH]c2ccccc2c1=O)N1CCN(c2ccc(Cl)cc2)CC1
7	CCOC(=O)C1=C(C)N(C)C(=O)NC1c1ccccc1I (configuration not stated)
2	CCCOc1ccc(CN(CCO)CCO)cc1C(=O)OC
-5	COC(=O)NCc1ccc(CNC(=O)OC)cc1
-2	CCN=C1SC(CC(=O)Nc2ccc(C(F)(F)F)cc2)C(=O)N1CC (configuration not stated)
-123	O=C(O)CCCNc1cc(N2CCN(c3cccc(C(F)(F)F)c3)CC2)c2noc3c2c1C(=O)c1ccccc1-3
6	CCc1ccc(-c2nc3ccccc3c(C(=O)O)c2C)cc1
2	O=C1CCCc2oc3c(Cl)cc(NS(=O)(=O)c4ccc5ccccc5c4)cc3c21
-1	COc1ccc(CCn2c(NCc3ccco3)nc3c2c(=O)[nH]c(=O)n3C)cc1
-15	S=c1[nH]c(-c2ccccc2)cn1C1CCCCC1
-1	CCSc1nc(O)cc(=O)n1-c1ccc(OC)cc1
3	C=CCn1c(SCC#N)nc2c(c1=O)C1(CCCCC1)Cc1ccccc1-2
-6	CCC(Sc1nc2c(c(=O)[nH]1)CCC2)C(=O)Nc1cccc(OC)c1 (configuration not stated)
-16	COc1ccccc1NS(=O)(=O)c1cc(C(=O)Nc2ccccc2C)ccc1C
-9	Cc1cccc(-n2ncc3c(NCCC4=CCCCC4)ncnc32)c1

Next structures follow.
14-3-3g Raf	Structure
-1	O=C(O)c1ccc(N2C(=O)C3CC(Br)C(Br)CC3C2=O)cc1 (configuration not stated)
-3	CC(C)Cn1c(CN2CCCCC2)nc2c1c(=O)n(C)c(=O)n2C
-1	CCC(C)(C)C1CCc2oc3ccc(NS(=O)(=O)c4ccc(OC)cc4)cc3c2C1 (configuration not stated)
5	COc1ccc(C(O)c2nccn2C)cc1OC (configuration not stated)
0	CC1CCN(C(=O)CCN2C(=O)C3C4C=CC(C4)C3C2=O)CC1 (configuration not stated)
-1	COc1ccc(C(=O)NCc2oc(-c3ccccc3)cc2C(=O)O)cc1
0	COc1ccc(CCNC(=O)C2CCCN(S(=O)(=O)c3cnc[nH]3)C2)cc1OC (configuration not stated)
3	CC1CCc2cc(F)ccc2N1C(=O)CCC(=O)O (configuration not stated)
9	Cc1cccc(NC2=C(Cl)C(=O)N(c3ccc(C)cc3C)C2=O)c1
-1	COc1ccc(-c2noc(CSc3nc(-c4ccccc4)cc(=O)[nH]3)n2)cc1OC
-10	CCCSc1nc2c(c(=O)[nH]c(=O)n2C)n1CCc1ccccc1
-6	O=C(Nc1cc(NC(=O)c2ccc([N+](=O)[O-])cc2)cc(C(=O)N2CCCCC2)c1)c1ccc([N+](=O)[O-])cc1
-20	O=[N+]([O-])c1c(Nc2ccccc2)cc(Cl)c2nonc12
3	Cc1nc(N2CCCCC2)c2c(C)c(C(=O)NCCC3=CCCCC3)sc2n1
1	O=C(CNCc1ccccc1)N1c2ccccc2C=Cc2ccccc21
0	COc1ccccc1NC(=O)N1CCCC(C(=O)Nc2cccc(C)c2C)C1 (configuration not stated)
5	CCCCCn1c(=O)[nH]c2cc(C(=O)NCCc3ccc(Cl)cc3)ccc2c1=O
1	COc1ccc(CCNc2nc3c(c(=O)n(C)c(=O)n3C)n2C)cc1OC
-2	Cc1ccccc1NC(=O)C1c2ccccc2C(=O)N2CCc3ccccc3C12 (configuration not stated)
-14	Nc1ncc(Br)cc1S(=O)(=O)NCCC(=O)N1CCN(c2ncccn2)CC1
1	COc1cccc(C2NC(C)(C(=O)O)C3C(=O)N(C(C)C)C(=O)C23)c1O (configuration not stated)
-10	c1cnc2c(OCc3nc4ccccc4[nH]3)cccc2c1
-3	COc1ccccc1N1CCN(C/C(C)=C/c2ccccc2)CC1
-8	Cn1cc(C(=O)N2CCN(C3CCCCC3)CC2)c2c3ccccc3n(C)c2c1=O
-12	CCC(C)NC(=O)c1c[nH]c2ccc(S(=O)(=O)N(C)c3ccc(Cl)cc3)cc2c1=O (configuration not stated)
0	CCSCCOC(=O)C1=C(C)NC2=C(C(=O)CC(C)(C)C2)C1c1ccc(OC)c(O)c1 (configuration not stated)
-3	Cc1cc(N2C(=O)c3ccc([N+](=O)[O-])cc3C2=O)no1
-6	C=CCN(CC=C)S(=O)(=O)c1ccc(C(=O)Nc2nc3c(ccc4ccccc43)s2)cc1
0	Cc1cc(C(=O)N2CCN(Cc3ccc4c(c3)OCO4)CC2)on1
1	Cc1ccc(OCC(O)CN2C(=O)NC(C)(C)C2=O)cc1C (configuration not stated)
5	O=C(O)CCC(=O)N1N=C(c2ccc([N+](=O)[O-])cc2)CC1c1ccc(Br)cc1 (configuration not stated)
-1	CCN(Cc1ccccc1)C(=O)Cc1c(C(=O)O)[nH]c2ccccc12
-7	Cc1ccccc1NC(=O)c1ccccc1NC(=O)c1ccccc1Cl
-7	CCNCCNC(=O)c1c(O)c2c([nH]c1=O)CCCC2
-1	CCOc1ccccc1NC1=C(Cl)C(=O)N(c2cccc(Cl)c2)C1=O
-13	N#Cc1nc(-c2ccc(Cl)cc2)oc1NCc1cccc2c1OCO2
-2	Cc1cc(C)c(C(=O)Nc2sc3c(c2C#N)CCCC3)c(C)c1
1	O=C(c1ccc2c(c1)N(Cc1ccccc1F)C(=O)CS2)N1CCCC1
-10	COc1ccc(C2CC(=O)Nc3cc4c(cc32)OCCO4)c(OC)c1OC (configuration not stated)
0&-15	CCCC(=O)N1c2ccccc2NC2=C(C(=O)CCC2)C1c1ccc(F)cc1 (configuration not stated)
-5	CSc1nc2ccc3nc(NC(=O)c4ccc(S(=O)(=O)N5CCCC(C)C5)cc4)sc3c2s1 (configuration not stated)
-10	CCSc1nc2c(c(=O)n1Cc1ccccc1)SC(C)C2 (configuration not stated)
-24	COC(=O)c1sc(NC(=O)c2cnccn2)c(C(=O)OC)c1C
6	Cc1ccccc1-c1noc(-c2ccccc2C)n1
-14	COc1ccc(-n2c(=O)c3c4c(sc3n(CC(=O)NCCC3=CCCCC3)c2=O)CCCC4)c(OC)c1
-3	Cc1ccc(-c2[nH]c3ccccc3c2C)cc1[N+](=O)[O-]
3	CCOC(=O)C1=CN(Cc2ccc(Cl)cc2)C=C(C(=O)OCC)C1c1ccc(C)c([N+](=O)[O-])c1
-30	Cc1ccc(Nc2c(-c3c[nH]c4ccccc34)nc3cccc(C)n23)cc1
-7	COCCN1C(=O)c2ccccc2C(C(=O)Nc2ccc3c(c2)OCCO3)C1c1cn(C)c2ccccc12 (configuration not stated)
-3	CCN1CCN(CC(=O)Nc2ccc3c(c2)OCCO3)C(=O)C1=O
-15	O=C(NCCC1=CCCCC1)c1cc(S(=O)(=O)N2CCOCC2)ccc1Sc1ccc(F)cc1
-11	CCN1C(=O)C2(Nc3ccccc3-c3nc4ccccc4n32)c2cc(OC)ccc21 (configuration not stated)
-10	COC(=O)c1c(C)oc2ccc(N(C(=O)c3ccc(C)cc3)S(=O)(=O)c3cccc([N+](=O)[O-])c3)cc12
-12	Cc1ccc(-n2nc(C(=O)Nc3cnc4ccccc4c3)c3c4ccccc4n(C)c3c2=O)cc1
-4	COc1ccccc1NC(=O)CSCC(N)=O
-14	O=S(=O)(NCc1ccco1)c1cccc(S(=O)(=O)N2CCCCC2)c1
0	O=C(Nc1nc(-c2ccc(I)cc2)cs1)c1ccc(F)cc1
-10	O=C(c1ccc([N+](=O)[O-])cc1)N1CCN=C1SCc1ccccc1
7	CCc1ccc(Sc2cc(C(=O)O)c3ccccc3n2)cc1
-9	Cc1sc(NC(=O)c2ccc(Cl)s2)c(C(N)=O)c1C

Among those listed so far, 13 have a thiophene ring, fused or not:
14-3-3g Raf	Structure
-8	CCN(CCCNC(=O)c1cc2cc3cc(OC)ccc3nc2s1)c1cccc(C)c1
-12	CCCCc1nc2sc3c(c2c(=O)[nH]1)CCC3
-1	O=C(CCCSc1nnc(-c2cccs2)n1CC1CCCO1)c1ccccc1 (configuration not stated)
-8	COc1ccccc1NC(=O)C1=C(C)NC(=O)NC1c1cccs1 (configuration not stated)
-30	CC1(C)Cc2c(sc(NC(=O)Cc3ccccc3)c2C(=O)O)CO1
-3	CCn1c(C(=O)N2CCCC(C(=O)O)C2)cc2sccc21 (configuration not stated)
6	CCOC(=O)c1sc(NC(=O)c2ccc(C)cc2)c(C(=O)OCC)c1C
1	O=C(C1CCCN1S(=O)(=O)c1cccs1)N1CCN(c2ccccc2)CC1 (configuration not stated)
3	Cc1nc(N2CCCCC2)c2c(C)c(C(=O)NCCC3=CCCCC3)sc2n1
-2	Cc1cc(C)c(C(=O)Nc2sc3c(c2C#N)CCCC3)c(C)c1
-24	COC(=O)c1sc(NC(=O)c2cnccn2)c(C(=O)OC)c1C
-14	COc1ccc(-n2c(=O)c3c4c(sc3n(CC(=O)NCCC3=CCCCC3)c2=O)CCCC4)c(OC)c1
-9	Cc1sc(NC(=O)c2ccc(Cl)s2)c(C(N)=O)c1C
